Source: PubChem BioAssay
FBW7 activator – activators of human E3 ligase FBW7. Q969H0. AlphaScreen FBW7–phospho-cyclin E peptide binding, activator screen. normalized activity (activation), % at 26.1 µM. 650,000 tested, 0.13% active. AID 1259310; in the data active means normalized activity above about 1.9%;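 further: purified mutant Fbw7 with reduced substrate affinity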
GPR151 activ – activators of human GPR151. activation, % at 11.2 µM. PathHunter beta-arrestin GPR151 cells, luminescence. 650,000 tested, 1% active; in the data active means activation above about 4.9%;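 further: 0% = median of compound wells and 100% = cells with positive control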
Target sequence (Q8TDV0 whole entry, looked up): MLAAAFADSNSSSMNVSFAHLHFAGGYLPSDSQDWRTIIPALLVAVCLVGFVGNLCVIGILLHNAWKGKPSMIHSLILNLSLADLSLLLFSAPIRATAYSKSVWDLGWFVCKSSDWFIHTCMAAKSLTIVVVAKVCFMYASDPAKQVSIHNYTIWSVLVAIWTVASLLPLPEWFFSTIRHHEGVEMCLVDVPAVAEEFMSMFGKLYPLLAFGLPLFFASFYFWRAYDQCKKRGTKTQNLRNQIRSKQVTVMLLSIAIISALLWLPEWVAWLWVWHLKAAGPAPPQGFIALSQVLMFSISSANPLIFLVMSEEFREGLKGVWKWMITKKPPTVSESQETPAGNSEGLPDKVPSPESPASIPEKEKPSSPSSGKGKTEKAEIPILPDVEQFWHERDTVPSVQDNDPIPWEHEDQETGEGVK
MITF inh – blocks human microphthalmia-associated transcription factor; O75030; AlphaScreen MITF homodimerization, bead proximity signal; inhibition, % at 2.6 µM; 650,000 tested, 0.91% active; in the data active means inhibition above about 50%;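 further: 0% = vehicle wells with protein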
Target sequence (O75030 whole entry, looked up): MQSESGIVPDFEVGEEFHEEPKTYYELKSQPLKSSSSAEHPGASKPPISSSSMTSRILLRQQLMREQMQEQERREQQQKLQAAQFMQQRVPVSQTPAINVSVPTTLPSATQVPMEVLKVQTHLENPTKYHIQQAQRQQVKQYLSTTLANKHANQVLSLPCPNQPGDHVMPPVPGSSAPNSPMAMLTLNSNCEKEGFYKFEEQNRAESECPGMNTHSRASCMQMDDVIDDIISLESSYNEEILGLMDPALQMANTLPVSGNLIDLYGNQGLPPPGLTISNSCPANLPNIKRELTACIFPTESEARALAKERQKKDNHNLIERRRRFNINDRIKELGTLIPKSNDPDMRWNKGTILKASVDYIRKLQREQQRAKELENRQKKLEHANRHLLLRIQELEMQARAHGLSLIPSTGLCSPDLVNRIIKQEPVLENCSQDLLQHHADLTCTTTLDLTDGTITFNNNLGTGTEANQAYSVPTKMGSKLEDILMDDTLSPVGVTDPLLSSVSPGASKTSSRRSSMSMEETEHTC
TEAD-YAP block – TEAD-YAP interaction inhibition | HEK-TIYL cells, TEAD-Gal4/YAP UAS-luciferase luminescence | inhibition, % at 9.12 µM | 640,000 tested, 1.4% active | AID 1259422; in the data active means inhibition above about 32%;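 further: 0% = median of test compound wells and 100% = reference inhibitor wells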
The depositor's hits bear a star; & = joins results of further samples. This is a random part of the collection; overall some 3.4% were active at least once.

The first 7 entries as a preview:
SMILES	FBW7 activator	GPR151 activ	MITF inh	TEAD-YAP block
CC(=O)c1ccc(N=Nc2ccc(O)cc2)cc1	-0.1	-8.4	16	99*
NC(=O)Cn1c(=O)n(CCCC(=O)NCc2ccco2)c(=O)c2sccc21	-0.1	-0.4	17	1
CC(C)OCCCNS(=O)(=O)c1ccc2c(c1)CCN2C(=O)CCC(=O)O	0.0	0.4	-14	-6
O=C1CSC(=NC(=O)c2ccccc2)N1	0.3	-1.1	23	-4
CCOC(=O)c1sc2nc(C)c([N+](=O)[O-])c(COC)c2c1N	-0.1	0.6	9	-4
CCCCNC(=O)c1sc2ncnc(N3CCN(c4ccccc4)CC3)c2c1C	0.1	0.9	27	-1
O=C(COC(=O)c1cccc([N+](=O)[O-])c1)NCc1ccco1	-0.1	1.1	5	9

All compounds of this part, previewed entries included:
SMILES	FBW7 activator	GPR151 activ	MITF inh	TEAD-YAP block
CC(=O)c1ccc(N=Nc2ccc(O)cc2)cc1	-0.1	-8.4	16	99*
NC(=O)Cn1c(=O)n(CCCC(=O)NCc2ccco2)c(=O)c2sccc21	-0.1	-0.4	17	1
CC(C)OCCCNS(=O)(=O)c1ccc2c(c1)CCN2C(=O)CCC(=O)O	0.0	0.4	-14	-6
O=C1CSC(=NC(=O)c2ccccc2)N1	0.3	-1.1	23	-4
CCOC(=O)c1sc2nc(C)c([N+](=O)[O-])c(COC)c2c1N	-0.1	0.6	9	-4
CCCCNC(=O)c1sc2ncnc(N3CCN(c4ccccc4)CC3)c2c1C	0.1	0.9	27	-1
O=C(COC(=O)c1cccc([N+](=O)[O-])c1)NCc1ccco1	-0.1	1.1	5	9
COCCN(C(=O)Nc1cc(C)ccc1OC)C1CCN(c2nc(C)cc(C)n2)CC1	-0.1	1.2	7	0
COC(=O)c1ccc(C(=O)OC)c(NC(=O)c2cc3cc(OC)ccc3oc2=O)c1	0.3	-1.4	-6	-4
COc1ccc(/C=C/C(=O)n2cccn2)cc1	-0.1	-0.9	-6	2
O=C(NC1CCCCC1)C1CCCN(S(=O)(=O)c2cccnc2)C1 (stereo not drawn)	-0.1	0.6	3	1
CCOc1ccc(-n2c(CSc3ncccn3)nnc2SCC(N)=O)cc1	0.2	-0.7	18	8
CCn1c(CCCNC(=O)C(C)C)nc2ccccc21	-0.1	0.0	-7	-7
COc1ccccc1/C=C(\NC(=O)c1ccccc1)C(=O)Nc1cccc(O)c1	0.1	-1.7	20	40*
CN1C(=O)C(O)(CC(=O)c2ccc(I)cc2)c2ccccc21 (stereo not drawn)	-0.1	1.7	0	2
CCOCCCNC(=O)c1cc2c(=O)n3ccccc3nc2n(Cc2ccc(C)cc2)c1=N	-0.1	0.5	-6	-4
CC(=O)c1ccc(NC(=S)N2CC(C)CC(C)C2)cc1 (stereo not drawn)	0.6	-1.3	12	-3
CC[C@H](C)[C@@H]1NC(=O)[C@H]2CN(Cc3cnn(-c4ccccc4OC)c3)CCN2C1=O	-0.2	0.1	-8	5
O=C(c1ccc(Br)cc1)N(Cc1ccccc1F)C1CCS(=O)(=O)C1 (stereo not drawn)	0.1	0.3	-3	-19
O=C(NCCc1ccccc1)c1ccc(NS(=O)(=O)c2cccc(F)c2)cc1	-0.2	-0.1	3	2
O=C(Nc1cccc(Cl)c1)N[C@H]1C[C@H]2C(=O)N[C@@H](Cc3ccccc3)C(=O)N2C1	0.2	-0.1	7	-4
c1ccc(OCCSc2nnc3sc4ccccc4n23)cc1	-0.1	-4.5	-9	71*
CC1=C(C(=O)OCc2ccccc2)C(c2ccccc2)NC(=S)N1 (stereo not drawn)	-0.1	-0.4	10	12
O=C(CCC(=O)c1ccc(F)cc1)OCC(=O)c1ccccc1	0.4	-0.8	20	-14
CC1(C)NC(=O)N(CC(O)CN(c2ccccc2)S(=O)(=O)c2ccc([N+](=O)[O-])cc2)C1=O (stereo not drawn)	0.0	-0.4	5	1
NS(=O)(=O)c1ccc(CNC(=O)C23CC4CC(C2)CC(n2cncn2)(C4)C3)cc1	0.0	-0.1	-8	-11
C=CCOC(=O)C1=C(C)NC(SCC(=O)Nc2ccc(C)cc2)=C(C#N)C1c1cccs1 (stereo not drawn)	-0.1	0.0	-15	5
O=C(O)CCN1C(=O)S/C(=C\c2cccc([N+](=O)[O-])c2)C1=O	0.5	-1.9	10	5
O=C(Cn1ccc([N+](=O)[O-])n1)n1cccn1	-0.1	1.2	1	2
Cc1ccccc1C(=O)Nc1cccc(-c2nc3ncccc3o2)c1	0.1	0.5	7	9

Quoted at random: three entries already listed, in no set order.
SMILES	FBW7 activator	GPR151 activ	MITF inh	TEAD-YAP block
O=C(c1ccc(Br)cc1)N(Cc1ccccc1F)C1CCS(=O)(=O)C1 (stereo not drawn)	0.1	0.3	-3	-19
O=C(Cn1ccc([N+](=O)[O-])n1)n1cccn1	-0.1	1.2	1	2
Cc1ccccc1C(=O)Nc1cccc(-c2nc3ncccc3o2)c1	0.1	0.5	7	9

The list goes on.
SMILES	FBW7 activator	GPR151 activ	MITF inh	TEAD-YAP block
CCc1ccc(CN2CCc3nnc(CNC(=O)c4c(F)cccc4F)n3CC2)cc1	0.0	0.6	5	9
COC(=O)CNC(=O)C1CN(Cc2ccccc2)CCN1C(=O)Nc1cccc(OC)c1 (stereo not drawn)	0.0	3.7	9	-9
CCOC(=O)C1=C(C)N=c2s/c(=C\c3ccc(-c4ccc(OC)cc4[N+](=O)[O-])o3)c(=O)n2C1c1ccc(OC)cc1 (stereo not drawn)	0.0	0.4	12	6
Cc1ccc(N(C(C)C(=O)O)S(=O)(=O)c2cccnc2)cc1 (stereo not drawn)	-0.1	-0.4	11	1
CC1(C)C(=O)Nc2ccccc2N1C(=O)COC(=O)c1cc(=O)[nH]c2ccccc12	0.1	1.3	-2	6
Cc1ccc(Nc2c3c(c(C#N)c4nc5ccccc5n24)CCC3)cc1	0.1	0.2	1	-2
O=C(Nc1ccc(CC23CC4CC(CC(C4)C2)C3)cc1)c1ccc(Cl)cc1Cl	0.6	-0.5	8	5
Cc1cccc(N2CCN(C(=O)C3CCC(=O)N3C(C)C)CC2C)c1 (stereo not drawn)	0.1	-0.5	0	-1
COCCn1cnc2sc(C(=O)Nc3ccc(OC)c(OC)c3)c(C)c2c1=O	-0.1	0.1	2	-24
COC(=O)Nc1ccc(S(=O)(=O)Nc2cccc3ccccc23)cc1	-0.1	2.1	5	-2
CC(C)(C)OC(=O)C1C(=O)CC(C)(O)C(C(=O)OC(C)(C)C)C1c1cccnc1 (stereo not drawn)	-0.1	-1.0	0	2
COc1ccc(C(=O)Nc2ccccc2C(=O)O)cc1NC(=O)c1ccccc1C	0.0	-1.0	1	-1
Cc1ccc(C(OC(=O)c2ccco2)C(=O)NC(C)(C)C)cc1 (stereo not drawn)	-0.1	0.9	0	-6
O=C(Nc1c2c(nn1-c1ccc(F)cc1)CSC2)c1c(F)cccc1Cl	-0.1	0.0	6	2
CN1CCN(c2ccc(/C=C(\C#N)c3nn(CCO)c(N)c3C#N)cc2[N+](=O)[O-])CC1	-0.1	-0.5	0	12
CCCCNC(=S)Nc1ccc2cn[nH]c2c1	0.0	3.6	-7	-4
COc1ccc(CNC(=O)c2ccccc2SCC(=O)NC(C)C)cc1OC	-0.1	1.5	0	8
Oc1ccc2cc(Br)ccc2c1/C=N/n1cnnc1	-0.1	4.9	4	0
CCN(CC)c1ncnc2c1sc1nc(N3CCOCC3)c3c(c12)CC(C)(C)OC3	0.0	-0.9	7	6
Cc1sc2ncn(CC(=O)NCC(=O)Nc3nc4c(C)cccc4s3)c(=O)c2c1C	0.1	-0.9	13	8
CC(C)[C@@H](Cn1nc(-c2cccs2)ccc1=O)NC(=O)CCn1cnnn1	0.0	0.1	-1	-1
O=C(NC1CCCC1)C(c1cccs1)N(C(=O)c1ccno1)c1ccccc1 (stereo not drawn)	0.2	-0.1	13	-9
Cc1cccc(C)c1NS(=O)(=O)c1ccc(NC(=O)c2ccc(C3SCC(=O)N3Cc3ccccc3)cc2)cc1 (stereo not drawn)	-0.1	-0.9	-8	3
O=C(NCCc1ccc(O)cc1)c1csc(NCc2cccnc2)n1	0.1	-1.6	9	10
O=C(CN1CCN(S(=O)(=O)/C=C/c2ccccc2)CC1)c1ccco1	-0.1	0.6	25	0
N#Cc1c(NC(=O)c2ccccc2)sc(N)c1-c1ccc(Cl)cc1	0.0	0.1	10	0
Cc1nc(C)c(-c2nnco2)cc1C(=O)NN	0.1	0.0	-33	9
COc1ccc(N2CCN(C(=O)CCNc3c(N4CCCC4)c(=O)c3=O)CC2)cc1	-0.2	1.5	-2	9
CC(=O)CC(Sc1ccc(C)cc1)c1ccccc1O (stereo not drawn)	0.0	-0.6	0	17
CN(C)CCCN1C(=O)C(=O)/C(=C(\O)c2ccccc2)C1c1cccc(Br)c1 (stereo not drawn)	0.8	0.1	-7	-2
COc1ccc(C(=O)Nc2nnc(CC(=O)N/N=C\c3cccc(OC)c3O)s2)cc1	0.1	-0.1	-10	-7
O=C(CSC1=NCCS1)Nc1nnc(-c2ccc(F)cc2)s1	0.1	-1.0	12	-43
CC(C)CN1C(=O)c2cccnc2C1=O	-0.1	0.2	20	-1
CCN(CC)P(=NC(=S)N1CCOCC1)(c1ccccc1)N(CC)CC	0.1	-2.2	6	-9
CCN=c1scc(-c2ccc(C)cc2)n1/N=C/c1ccccn1	-0.6	-0.5	34	-25
CC(C)c1ccc(C2/C(=C(/O)c3ccccc3)C(=O)C(=O)N2Cc2cccnc2)cc1 (stereo not drawn)	-0.1	2.6	5	5
COc1ccc(C(=O)N/N=C(/C)c2ccc(C)c([N+](=O)[O-])c2)cc1OC	-0.2	-0.3	9	23
COc1ccccc1NC(=O)c1oc2ccc3c(c2c1C)C(=O)CC(C)(C)O3	0.1	-0.4	-7	33*
CCc1cc2c(=O)n(C)c(SCC(=O)Nc3ccc(S(N)(=O)=O)cc3)nc2s1	0.0	-0.6	3	-5
Cc1cc(=O)[nH]c(-n2cc(C(=O)c3cc(F)ccc3O)cn2)n1	-0.1	1.1	5	16
CCC1C(=O)NCCN1Cc1ccc2c(c1)CN(Cc1ccc(Cl)cc1)CCO2 (stereo not drawn)	0.1	0.4	7	3
CC1(C)CC(CCN)(c2ccc(F)cc2)CCO1 (stereo not drawn)	0.0	0.6	-5	-7
O=C(c1ccccc1Br)N1CCN(C2CCCCC2)CC1	-0.3	0.1	-10	-2
CCC(C)C(NC(=O)C1CCCN1C(=O)C(CC(C)C)NC(=O)OC(C)(C)C)C(N)=O (stereo not drawn)	0.4	0.1	3	9
CCc1ccc(S(=O)(=O)NCCc2sc(-c3ccccc3)nc2C)s1	0.1	2.3	3	-1
CC1(C)CC(=O)C(C=Nc2cccc(/N=C/C3=C(O)CC(C)(C)CC3=O)n2)=C(O)C1	-0.1	1.3	14	10
CC(C)CC(=O)Nc1ccc(C(=O)COC(=O)c2ccc(N3CCCC3=O)cc2)cc1	-0.2	-0.2	2	9
CC(=O)c1cn(CC(=O)Nc2cccc(C)c2C)c2ccccc12	0.1	-0.3	-2	40*
CCCCOc1ccccc1NC(=O)c1ccccc1[N+](=O)[O-]	-0.1	2.1	1	-2
c1ccc(-c2csc(NCc3ccco3)n2)cc1	-0.2	-0.3	8	-94
CC1(C)CC(=O)C(C=Nc2ccc(F)cc2F)=C(O)C1	0.0&-0.2	-1.1&0.1	-6&16	-1&-3
Cc1ccc(NC(=O)COc2ccccc2C(N)=O)cc1S(=O)(=O)N1CCCCCC1	0.0	0.0	10	18
CCOC(=O)Cn1c(=O)n(CCc2ccccc2)c(=O)c2ccccc21	-0.1	1.2	2	5
CN(C1=C(N2CCCCC2)C(=O)c2ccccc2C1=O)c1ccccc1	-0.8	3.0	13	-5
O=C(CCN1C(=O)/C(=C/C=C/c2ccccc2)SC1=S)Nc1cccnc1	-0.1	1.8	7	-1
COc1ccc(C(=O)Nc2c(C(=O)c3ccc(OC)cc3)oc3ccccc23)cc1	0.5	-2.1	8	-6
CCCCCn1c(SCC(=O)c2ccccc2)nc2cc(C(=O)N3CCOCC3)ccc2c1=O	0.1	-0.4	10	-13
CC1CCN(C(=O)CN(C)S(=O)(=O)c2ccc(Cl)cc2)CC1	0.2	0.2	4	1
O=C(COc1ccccc1[N+](=O)[O-])Nc1ccc2c3c(cccc13)CC2	0.3	2.5	12	-56
COc1ccc(NC(=O)Cn2c(-c3ccc(OC)cc3)cn(-c3ccc(C)cc3)c2=O)cc1	0.1	7.9*	-13	-24
(listing goes on)
SMILES	FBW7 activator	GPR151 activ	MITF inh	TEAD-YAP block
COc1ccc(Cl)cc1NC(=O)C12CCC(C)(C(=O)C1=O)C2(C)C (stereo not drawn)	0.8	0.4	4	-9
COc1ccc(-c2cc(C(F)(F)F)n3nc(C(=O)Nc4sc5c(c4C#N)CCCCC5)cc3n2)cc1	0.1	0.5	-11	0
CCn1c2ccccc2n2cc(-c3ccccc3)nc12	0.4	-0.1	-6	-15
CS(=O)(=O)N1CCc2nc(-c3ccccc3)nc(N3CCOCC3)c2C1	-0.1	-0.4	4	-5
COc1ccccc1N1CCN(CCC(=O)Nc2cccc(Cl)c2C)CC1	-0.3	0.2	2	3
Cc1sc2ncnc(SCC(=O)N3CCOCC3)c2c1-c1ccc(Cl)cc1	-0.1	0.4	-1	-3
O=C(CN1N=C(c2ccc(Cl)cc2)CCC1=O)NCc1cccnc1	-0.4	0.2	-1	5
